Screening data from PubChem.
MmCpn inh: inhibitors of Methanococcus maripaludis chaperonin (MmCpn); 0.031% of 330,000 active; Potency, µM (top dose mostly 76.9 µM), for inactives: at the highest dose activity, negative = inhibition, usual class: inhibitors; purified Mm-Cpn ATPase, ADP Transcreener TR-FRET; note: potency is the fitted concentration of half-maximal effect; % is set by controls: 0 for no effect and ±100 for the full control effect; nearly all actives have a fitted effect of over 80% in size
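ATP (10 uM final) was added to archaeal chaperonin (25 nM final) after 10 min exposure to test compound at 37°C; after 30 min further incubation, ADP was detected by competitive TR-FRET.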
Akt phos inh: blocks phosphorylation of Akt; Neuro2A IGF-stimulated pAkt S473 HTRF, 20 min; active compounds read low; activity change, % for hits at 50 µM; 0.32% of 360,000 active; AID 651550; in the data active = activity change below about -80%; inconclusive = mostly about -51% to -80%; note: % is set by controls: 0 for no effect and ±100 for the full control effect
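Neuro2A cells in DMEM with 0.5% FBS, overnight at 37 deg C, given compound at single 50 µM final, then IGF (6 nM final) for 20 min at 37 deg C. Lysed; phospho-Akt Ser473 by HTRF after 24 h, 665/615 ratio.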
CCT modulator: cytosolic chaperonin activity modulation; purified chaperonin ATPase assay, HTRF ADP detection, 30 min; activity change, % (test concentration not listed), hits read low; 0.3% of 360,000 active; AID 651819; in the data active = activity change below about -30%; note: % is set by controls: 0 for no effect and ±100 for the full control effect
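First, chaperonin was dispensed at 40 nM or 20 nM final depending on batch activity. Next, compounds were pinned at 76 uM and ATP added at 10 uM. After 30 min at 37 °C, ADP detection reagents ran 30 min at ambient temperature.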
Nrf2 block: blocks Nrf2 signaling; Potency, µM (series often up to 46 µM), for the others: at the top dose activity change, negative = inhibition, hits mostly inhibitors; A549 ARE-Fluc reporter, luciferase luminescence, 18-24 h; 2.1% of 360,000 active; note: potency is the fitted concentration of half-maximal effect; % is set by controls: 0 for no effect and ±100 for the full control effect; nearly all actives have a fitted effect of over 60% in size
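Nrf2 function is reported as luminescence of an ARE-controlled luciferase in A549 cells. Compounds were tested at several concentrations, and a CellTiter-Fluor read on the same wells flagged cytotoxicity.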
HepG2 viability: counter-screen for TGF-b inhibitors: cytotoxicity in HepG2 cells; HepG2 CAGA-GFP viability, ATP luminescence, 18 h; AID 588856; 0.76% of 410,000 active; Potency, µM (titrated, usually from 46.1 µM), without a hit: at the top dose activity change, negative = cytotoxicity, most hits filed as cytotoxic; note: potency is the fitted concentration of half-maximal effect; some results filed as inactive show a strong effect at the top dose
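CellTiter-Glo luminescence gave cytotoxicity after 18 hours at 37 degrees C. The cells were HepG2 CAGA-GFP in 1% FBS DMEM, stimulated with 500 pg/mL TGF-beta after compound addition. %Activity was normalised to no-cell wells (complete cell-killing) and DMSO (no toxicity), and curves were fitted and classified.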
A549 viability: kills or reduces viability of A549 cells in Nrf2 counter-screen. A549 ARE-Fluc cells, CellTiter-Fluor viability, 18-24 h. Potency, µM (titrated, usually from 46 µM), inactives show at the top dose activity change, negative = cytotoxicity, usual class: inhibitors. 0.16% of 390,000 active; note: potency is the fitted concentration of half-maximal effect; % is set by controls: 0 for no effect and ±100 for the full control effect
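A549 ARE_Fluc cells in 5% FBS OPTI-MEM were exposed to compounds in concentration-response for 18-24 h at 37 deg C. Viability was read by CellTiter-Fluor fluorescence (Ex 405/Em 525) after 30 min, before the luciferase read.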
Nrf2 activator: activates Nrf2 signaling; AREc32 ARE-luciferase reporter (MCF7-derived line), luminescence, 24 h; Potency, µM (series often up to 46.1 µM), inactives show at the top dose activation, hits mostly activators; 0.31% of 410,000 active; AID 624171; note: potency is the fitted concentration of half-maximal effect; % of control where 0% means no effect; nearly all actives have a fitted effect of over 65% in size
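For detection, Steady-Glo was added and plates sat 30 min at RT; before that, AREc32_Fluc cells grown overnight in OPTI-MEM/5% FBS had been treated with 23 nL compound for 24 hr at 37 deg C.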
TGFb inhibitor: TGF-b pathway inhibition | Potency, µM (doses to about 46.1 µM), for the others: at the top dose activity, negative = inhibition, usual class: inhibitors | HepG2 CAGA-GFP TGF-b/SMAD3 reporter, GFP fluorescence, 18 h; TGF-beta stimulated, 500 pg/mL final | AID 588855 | 1.2% of 410,000 active; note: potency is the fitted concentration of half-maximal effect; % is set by controls: 0 for no effect and ±100 for the full control effect; nearly all actives have a fitted effect of over 65% in size
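HEPG2 CAGA-GFP reporter cells (1000/well, DMEM with 1% FBS) received compounds, then recombinant TGF-beta at 500 pg/mL final for 18 hours at 37 degrees C. Per-cell GFP summed per well was normalised to unstimulated and stimulated DMSO controls before curve fitting.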
Abeta yeast res: A-beta toxicity reversal in yeast; yeast expressing A-beta42, growth rescue, OD600, 48 h; response scale: 0% DMSO, 100% iron-clioquinol control; Potency, µM (highest dose often 46.1 µM), for the others: at the top dose growth rescue, hits mostly activators; 0.063% of 410,000 active; AID 1347071; note: potency is the fitted concentration of half-maximal effect; nearly all actives have a fitted effect of over 55% in size
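Yeast A-beta toxicity model in growth medium with pinned compounds, 48 h at 30 C; growth read as absorbance at 600 nm. Normalized to FeCl3/clioquinol equimolar mix (positive) and DMSO (negative).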
Active calls of the source: *; i = inactive; ? = inconclusive; . = not tested or not shown; [ ] = dose if it differs, or a comment. Unless noted, calls come from the whole dose curve; as a rule, active = well fitted curve in the direction sought with a large enough effect; inconclusive = small, poorly fitted or top-dose-only effect, or another doubt; inactive = no such curve, though single readings can be large; an effect the other way counts as inactive or inconclusive.

1	COC(=O)c1ccccc1NC(=O)C1=C(C)C(=O)OC12CCCCCC2
2	COc1ccc(COc2ccsc2C(=O)Nc2ccc(Cl)c(Cl)c2)cc1
3	COc1cc(SC)ccc1C(=O)NCCCn1ccnc1
4	COc1ccc(C(=O)N2CCCC(c3cc(C(=O)NCc4cccnc4)no3)C2)cc1 (stereo unspecified)
5	CC(C)=CC1C(C(=O)Nc2ccc(S(=O)(=O)N3CCOCC3)cc2)C1(C)C (stereo unspecified)
6	O=C(O)[C@H]1C[C@@H](CP(=O)(O)O)CCN1

Screen / compound no.	1	2	3	4	5	6
MmCpn inh	.	0%	-6%	.	3%	.
Akt phos inh	.	i	i	i	i	.
CCT modulator	.	-0.8	-7.2	0.9	0.1	.
Nrf2 block	28%	?	4%	.	?	2%
HepG2 viability	-14%	-22%	-5%	-10%	-12%	-17%
A549 viability	1%	4%[1.84 µM]	-8%	.	?	0%
Nrf2 activator	5.3%	?	0.4%	0.6%	2.2%	.
TGFb inhibitor	?	-15%	4%	1%	-17%	-1%
Abeta yeast res	-33%	-4%	8%	-20%	3%	.

7	CCCCc1ccc(C(=O)c2c(N)c(C(=O)Nc3cccc(OC)c3)c3ccccn23)cc1
8	COc1cccc(C(=O)Cn2c(NCCO)nc3ccccc32)c1
9	COc1ccc(-c2onc3ccc(C(=O)/C=C/N(C)C)cc23)cc1
10	COc1ccc(Cc2nc(-c3ccc(-n4cccc4)cc3)no2)cc1OC
11	O=C(CN1C(=O)c2cccc3cccc1c23)N1CCN(c2ccc(F)cc2)CC1
12	CCN(CC)C(=O)c1cn(CCC#N)nc1-c1ccc2c(c1)OCCO2

Screen / compound no.	7	8	9	10	11	12
MmCpn inh	.	0%	-2%	-7%	-3%	-3%
Akt phos inh	.	i	i	i	i	i
CCT modulator	.	-7.0	-0.3	0.0	0.1	-2.8
Nrf2 block	-7%	-15%	?	16µM*	-3%	-19%
HepG2 viability	-10%	-12%	4%	-18%	2%	0%
A549 viability	-2%	4%	-13%	2%	8%	0%
Nrf2 activator	-1.1%	-0.7%	2.9%	21%	-0.7%	-0.3%
TGFb inhibitor	-7%	-17%	1%	?	15%	2%
Abeta yeast res	-13%	4%	-87%[inhibitor]	19%	13%	7%

Looked up above.
For CCT modulator, COc1ccc(Cc2nc(-c3ccc(-n4cccc4)cc3)no2)cc1OC shows 0.0
For Nrf2 activator, CCCCc1ccc(C(=O)c2c(N)c(C(=O)Nc3cccc(OC)c3)c3ccccn23)cc1 shows -1.1%

(continued)
13	Cc1cccc(OCC(=O)Nc2ccc3nc(C)sc3c2)c1
14	CN(CC(=O)Nc1ccccc1Cl)C(=O)c1ccc(N2C(=O)CCC2=O)cc1
15	Cc1ccc2c(cnn2C(=O)CCCC(=O)NCc2ccc(F)cc2)c1
16	COc1ccc(C)cc1NC(=O)CCc1c(C)nn(-c2ccc(N3CCOCC3)nn2)c1C
17	CCOC(=O)c1c(C)[nH]c(C(=O)C(C)Sc2ccc(Cl)cc2)c1C (stereo unspecified)
18	COc1ccc(-c2ccccc2C2C3C=CCCC3(C)C(=O)N2Cc2ccccc2)cc1 (stereo unspecified)

Screen / compound no.	13	14	15	16	17	18
MmCpn inh	1%	1%	-23%	.	2%	.
Akt phos inh	i	i	i	.	i	.
CCT modulator	-4.0	-2.3	-1.8	.	-1.2	.
Nrf2 block	-15%	13%	?	?	-18%	?
HepG2 viability	-33%	-15%	-20%	1%	-22%	-50%
A549 viability	19%	-3%	3%	23%	-5%	-8%
Nrf2 activator	4.9%	-0.5%	-0.9%	3.0%	10%	.
TGFb inhibitor	-8%	-1%	?	-25%	?	?
Abeta yeast res	-60%[inhibitor]	3%	6%	12%	-2%	.

19	CC(C)C(=O)Nc1nnc(SCC(=O)NC2CCCC2)s1
20	CN(CCCNC(=O)C1CCN(S(=O)(=O)N2CCC3(CC2)OCCO3)CC1)Cc1ccccc1
21	COc1cccc2cc(-c3nnc(-c4ccc(Cl)cc4)o3)c(=O)oc12
22	Cc1cnc(=O)[nH]c1SCc1ccccc1F
23	C=C(C)C1CCC(C)=C1CC(C)(C)/C=N\n1cnnc1 (stereo unspecified)
24	CCC(C(=O)Nc1cccc(-c2nc3cccnc3s2)c1C)c1ccccc1 (stereo unspecified)

Screen / compound no.	19	20	21	22	23	24
MmCpn inh	-1%	0%	.	1%	2%	.
Akt phos inh	i	i	.	i	i	.
CCT modulator	-4.3	-6.0	.	5.4	-9.3	.
Nrf2 block	3%	-3%	5%	7%	-11%	?
HepG2 viability	-12%	-10%	-8%	8%	-35%	-3%
A549 viability	1%	5%	-9%	22%	6%	7%
Nrf2 activator	0.2%	0.0%	9.0%	1.8%	0.2%	-1.1%
TGFb inhibitor	16%	-2%	1%	1%	-2%	1%
Abeta yeast res	-12%	16%	-27%	3%	16%	-5%

25	O=C(CN1CCOCCOCCOCCOCC1)Nc1ccccc1
26	Cc1ccc(C)c(OCC(=O)Nc2ccc(S(=O)(=O)Nc3onc(C)c3C)cc2)c1
27	Cc1ccc2nc(C)c(C(=O)N/N=C/c3cccc([N+](=O)[O-])c3)cc2c1
28	COC(=O)c1cc2oc(C)cc2n1CC(=O)Nc1cc(C)cc(C)c1
29	O=C(c1c[nH]c2ccccc12)N1CCOCC1
30	CCc1ccc[n+](-c2nc3ccccc3nc2C(=C=[N-])C#N)c1

Screen / compound no.	25	26	27	28	29	30
MmCpn inh	1%	2%	2%	1%	1%	0%
Akt phos inh	i	i	i	i	i	i
CCT modulator	0.8	0.5	-1.5	-3.0	-4.3	0.7
Nrf2 block	21%	-14%	-9%	-8%	-2%	9%
HepG2 viability	0%	9%	-12%	-58%	9%	-33%
A549 viability	-4%	?	1%	7%	2%	-23%
Nrf2 activator	0.0%	-0.5%	14%	-0.1%	0.3%	12%
TGFb inhibitor	-6%	25%	?	5%	-21%	0%
Abeta yeast res	-1%	8%	-15%	-13%	-11%	-4%

31	CC(Oc1ccccc1)C(=O)Nc1ccc(S(=O)(=O)Nc2nccs2)cc1 (stereo unspecified)
32	COc1ccccc1N1CCN(C(=O)c2c(C)oc3ncn(C)c(=O)c23)CC1
33	CCN(Cc1ccc(O)cc1)CC1CCCN(CCc2cccc(F)c2)C1 (stereo unspecified)
34	CCN1CCCC1CNC(=O)C1c2ccccc2C(=O)N(CCOC)C1c1ccc(F)cc1 (stereo unspecified)
35	O=C(c1ccncc1)N1CCN(S(=O)(=O)c2ccccc2Br)CC1
36	CC(=O)c1ccc(S(=O)(=O)NC2CC(=O)N(c3ccc4c(c3)OCCO4)C2)cc1 (stereo unspecified)

Screen / compound no.	31	32	33	34	35	36
MmCpn inh	2%	.	-2%	0%	-2%	2%
Akt phos inh	i	.	i	i	i	i
CCT modulator	-1.5	.	-2.1	1.7	-1.9	-0.1
Nrf2 block	-11%	?	5%	9%	-5%	11%
HepG2 viability	-6%	-25%	-30%	-7%	6%	3%
A549 viability	2%	-5%	?	22%	-5%	2%
Nrf2 activator	-0.2%	-0.8%	6.9%	-0.7%	0.0%	-0.5%
TGFb inhibitor	-13%	0%	9%	-13%	-5%	-23%
Abeta yeast res	-4%	-13%	-9%	10%	2%	-2%

37	C[C@@H]1CN([C@H](C)CO)C(=O)CCCn2nncc2CO[C@@H]1CN(C)C(=O)CCC(F)(F)F
38	CC(C)NCC(O)COC1C2CC3CC(C2)CC1C3 (stereo unspecified)
39	Cc1cc(S(=O)(=O)NCCCN2CCOCC2)c(C)cc1Cl
40	CN(CCCC1CCCC1)C(=O)c1cc(COc2ccc(F)c(F)c2)on1
41	COc1ccc(CNC(=O)C(=O)NCC2OCCN2S(=O)(=O)c2ccc(F)cc2)cc1 (stereo unspecified)
42	CCN(CC)S(=O)(=O)c1cc(C(=O)n2cccn2)c(Cl)cc1Cl

Screen / compound no.	37	38	39	40	41	42
MmCpn inh	.	-2%	4%	-3%	1%	2%
Akt phos inh	i	i	i	.	i	i
CCT modulator	-0.9	-0.1	-1.6	-1.0	-2.2	-1.0
Nrf2 block	.	-7%	-7%	5%	-12%	20%
HepG2 viability	-73%	4%	0%	-42%	28%	-4%
A549 viability	.	2%	1%	4%	5%	2%
Nrf2 activator	-0.3%	-0.5%	0.1%	0.3%	-0.3%	-0.3%
TGFb inhibitor	13%	9%	21%	?	-19%	-14%
Abeta yeast res	8%	9%	6%	-14%	-10%	0%

43	CC(=O)N1c2c(cc(Br)cc2S(=O)(=O)N2CCN(c3ccccc3)CC2)CC1C (stereo unspecified)
44	COCCn1nnnc1C(c1cc2cc(OC)ccc2[nH]c1=O)N1CCC(Cc2ccccc2)CC1 (stereo unspecified)
45	N#C/C(=C\c1c(N2CCCCCC2)nc2ccccn2c1=O)C(N)=O
46	O=[N+]([O-])c1ccc(CN2CCN(c3ncccn3)CC2)cc1
47	Cc1cc(F)ccc1S(=O)(=O)N1CCCCC1CCNC(=O)C(=O)NCCN1CCOCC1 (stereo unspecified)
48	CC(C)[C@H](NC(=O)c1ccccc1F)C(=O)OCC(=O)Nc1sccc1C(N)=O

Screen / compound no.	43	44	45	46	47	48
MmCpn inh	.	1%	-1%	6%	0%	0%
Akt phos inh	.	i	i	i	i	i
CCT modulator	.	-0.7	-1.7	-0.8	-2.6	-2.8
Nrf2 block	-7%[9.27 µM]	-22%	-4%	-8%	-13%	-25%
HepG2 viability	-8%	-7%	3%	-23%	4%	-30%
A549 viability	0%	-18%	-19%	1%	-5%	0%
Nrf2 activator	0.2%	-0.5%	3.2%	0.2%	0.1%	0.3%
TGFb inhibitor	?	14%	8%	-9%	11%	?
Abeta yeast res	-1%	8%	-17%	-7%	2%	-3%
